Bioassay records (PubChem BioAssay)
TDP1 block: blocks human tyrosyl-DNA phosphodiesterase 1 | recombinant TDP1, AlphaScreen DNA substrate cleavage | Potency, µM (doses to about 130 µM), without a hit: at the top dose activity change, negative = inhibition, usual class: inhibitors | hit rate 0.28% among 350,000 | Q9NUW8; note: nearly all actives have a fitted effect of over 40% in size
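Here, a 5' biotin and 3' phosphotyrosine-FITC DNA oligonucleotide reports Tdp1 activity: intact substrate bridges AlphaScreen beads, while cleavage leaves a 3' phosphate and drops signal. All incubations at room temperature.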
N370S GC mod: inhibits or activates N370S mutant glucocerebrosidase. P04062. N370S GC spleen homogenate, 4MU-glucoside fluorescence. Potency, µM (top dose mostly 59.4 µM), for inactives: at the top dose activity change, negative = inhibition, usual class: inhibitors. hit rate 0.092% among 330,000. AID 2101;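 note: 0% = full enzyme activity and -100% = no enzyme basal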
FEN1 inhibitor: human FEN1 inhibition. P39748. Recombinant FEN1 flap cleavage, fluorescence, 15 min. Potency, µM (doses to about 114 µM), for the others: top-dose activity change, negative = inhibition, usual class: inhibitors. hit rate 0.35% among 390,000. AID 588795; note: nearly all actives have a fitted effect of over 65% in size
Target sequence (P39748 whole entry, looked up): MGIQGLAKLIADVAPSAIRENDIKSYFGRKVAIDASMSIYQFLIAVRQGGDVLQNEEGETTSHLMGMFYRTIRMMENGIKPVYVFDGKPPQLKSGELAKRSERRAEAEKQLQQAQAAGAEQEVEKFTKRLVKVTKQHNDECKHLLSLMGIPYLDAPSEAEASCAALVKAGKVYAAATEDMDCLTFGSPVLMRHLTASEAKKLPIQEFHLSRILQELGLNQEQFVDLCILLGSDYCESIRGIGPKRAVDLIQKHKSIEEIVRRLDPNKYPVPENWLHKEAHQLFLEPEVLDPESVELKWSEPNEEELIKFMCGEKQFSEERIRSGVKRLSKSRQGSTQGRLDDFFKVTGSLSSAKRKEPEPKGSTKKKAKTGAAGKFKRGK
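Nuclease activity of 10 nM FEN1 was measured after 15 min of room-temperature exposure to titrated compounds, by adding 50 nM flap substrate and reading plates at 0 and 15 min.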
An asterisk follows results filed as active; ? = inconclusive; / = no result given; & = joins results of further samples; [ ] = another dose, or the depositor's remark. Calls come from the whole dose curve; as a rule, active = well fitted curve in the direction sought with a large enough effect; inconclusive = small, poorly fitted or top-dose-only effect, or another doubt; inactive = no such curve, though single readings can be large; an effect the other way counts as inactive or inconclusive. Unless noted, % is set by controls: 0 for no effect and ±100 for the full control effect; potency is the fitted concentration of half-maximal effect.

TDP1 block	N370S GC mod	FEN1 inhibitor	SMILES
/	-10.5%	?	CCN(CC)c1ccc2c(-c3ccc(S(=O)(=O)O)cc3S(=O)(=O)[O-])c3ccc(=[N+](CC)CC)cc-3oc2c1
5.3%	5.6%	-21.6%	CCOc1cc2nc3c4ccccc4n(C)c3nc2cc1OCC
/	-1.8%	-1.5%	Cc1cc(F)ccc1S(=O)(=O)Nc1nc2ccccc2nc1Cl
1.0%	4.7%	?	Cc1ccc(Cn2nnc3c(=O)[nH]c(C4CCCN(C(=O)Nc5ccc(F)cc5F)C4)nc32)cc1 (stereo not given)
2.7%	3.2%	0.8%	Cn1c(SCC(=O)Nc2cc([N+](=O)[O-])ccc2F)nnc1C(F)(F)F
1.1%	-13.2%	-18.9%	O=C(CCCN1C(=O)c2ccccc2C1=O)NCc1cccnc1
6.0%	-20.1%	0.2%	Cc1ccc(Cn2c(CN3CCN(C(=O)c4ccco4)CC3)nc3c2c(=O)n(C)c(=O)n3C)cc1
/	-3.3%	-6.3%	O=C(O)C1CCCN(S(=O)(=O)c2ccccc2[N+](=O)[O-])C1 (stereo not given)
6.2%	3.6%	-5.1%	CCCc1ccc(C#N)c(SC2CC(=O)N(c3ccc(OC)cc3)C2=O)n1 (stereo not given)
2.5%	-4.0%	7.3%	CC(Sc1nncs1)C(=O)NCC(=O)Nc1ccc(F)c(F)c1F (stereo not given)
4.1%	2.9%	-12.8%	CCOC(=O)N1CCC(NC(=O)CC(NS(=O)(=O)c2ccc(C)cc2)c2ccco2)CC1 (stereo not given)
2.6%	11.9%	-4.2%	Cc1sc2nc(CSc3nnnn3-c3ccc(Cl)cc3)[nH]c(=O)c2c1C
-2.5%	0.9%	-15.5%	CCOc1ccccc1NC(=O)Nc1ccc(Cl)cc1
2.2%	3.6%	13.4%	CC(=O)NC1C(=O)Nc2c1cccc2C(F)(F)F (stereo not given)
1.9%	/	6.0%	Cc1cn2c(=O)cc(COC(=O)c3ccccc3F)nc2s1
2.1%	2.1%	2.8%	Cc1cccc(CC2CC(=O)N(c3ccc([N+](=O)[O-])cc3)C2=O)c1 (stereo not given)
-6.0%	7.6%	13.4%	COCCNC(=O)c1ccccc1NC(=O)Cc1ccccc1
-8.4%	-0.8%	0.2%	CCOC(=O)C(OC(=O)c1sc(=S)n(C)c1C)C(C)=O (stereo not given)
2.6%	-0.7%	-10.3%	COC(=O)c1sc2ccccc2c1NC(=O)c1ccc(S(=O)(=O)N2CCCCC2C)cc1 (stereo not given)
1.0%	7.6%	-13.0%	Cc1ccc(-c2nnc(SCC(=O)OC(C)C)n2N)cc1
3.2%	/	-4.1%	Cc1nn(C)c2c1c(C(F)(F)F)cc(=O)n2Cc1ccc(Br)cc1F
/	-6.9%	3.0%	NNC(=O)c1c(O)c2cccc3c2n(c1=O)CCC3
5.3%	7.4%	0.4%	O=C1CC(C(=O)Nc2ccc(F)cc2)S/C(=N\N=C\c2ccco2)N1 (stereo not given)
3.3%	4.6%	0.1%	CN(C)C=C1C(=O)c2ccccc2C1=O
2.1%	5.7%	-0.8%	CCOC(=O)c1c(C)oc2cc(Br)c(OC(=O)N3CCOCC3)cc12
/	-3.8%	-10.2%	COc1cccc(NC(=O)C/C(C)=N/NC(=O)c2ccccc2Cl)c1
4.4%	4.2%	-6.9%	O=C(NCc1ccco1)c1ccc(NC(=O)C2COc3ccccc3O2)cc1 (stereo not given)
-6.6%[56.1 µM]	/	8.9%	CCCCC1CCC(C(=O)Nc2ccccc2N2CCOCC2)CC1 (stereo not given)
8.2%	2.7%	-6.1%	Cc1ccc(NC(=O)COC(=O)/C=C/c2cccs2)cc1
12.4%[56.1 µM]	1.5%	/	COc1cc2oc(-c3ccccc3)cc(=O)c2cc1OC
3.1%	12.9%	-11.3%	N#Cc1c(C(F)(F)F)cc(-c2ccco2)nc1SCc1ccncc1
6.0%	2.3%	-2.4%	CC(C)CNc1nnnc2c1sc1nc(N3CCOCC3)c3c(c12)CCCC3
-0.6%	5.5%	-18.8%	CC(C)(C)c1csc(NC(=O)C2COc3ccccc3O2)n1 (stereo not given)
-1.1%	-17.9%	-5.0%	COC(=O)C1=C(C(=O)OC)C(c2cc(Br)ccc2O)c2sc(=O)[nH]c2S1 (stereo not given)
2.5%	-1.1%	-1.6%	COc1ccccc1N1CCN(C2CCCN(C(=O)c3csc(C)n3)C2)CC1 (stereo not given)
-1.1%	1.5%	3.4%	N=C1C(c2ccccc2)=C(O)CN1c1cccc(S(N)(=O)=O)c1
3.3%	-16.9%	-8.8%	COc1cccc(NC(=O)COc2ccccc2C(N)=O)c1
1.2%	0.2%	12.2%	Cc1ccc(NC(=O)c2nc[nH]c2C(=O)N2CCOCC2)c(C(=O)c2ccccc2)c1
0.0%	10.1%	-2.0%	N/C(CSc1ccc(Cl)cc1)=N\NC(=O)c1ccncc1
5.0%&0.0%	15.0%	0.2%&-8.0%	Cc1ccc(-c2nc(SCC(=O)NCC3CCCO3)c(-c3ccc(C)cc3)[nH]2)cc1 (stereo not given)
4.5%&2.6%	-3.5%	7.6%&9.4%	COc1ccccc1N1CCN(c2ccc3cc(S(=O)(=O)N4CCCCC4)ccc3n2)CC1
4.4%	-0.5%	1.1%	COc1ccc(-c2nc(CS(=O)CC(=O)NCc3ccc(F)cc3)c(C)o2)cc1 (stereo not given)
3.7%	0.1%	12.9%	C=CCn1c(SCC(=O)Nc2ccc(Br)cc2)nc(O)c(CC)c1=O
6.0%	7.1%	-3.2%	O=C(/C=C\Nc1ccc2c(c1)OCO2)c1ccc(Cl)s1
6.0%	5.0%	-7.0%	C=C(C)C1Cc2c(C)nn(-c3ccccn3)c2C1 (stereo not given)
0.2%	/	19.7%	O=C(CN1C(=O)NC(CCc2ccccc2)C1=O)N1CCCCCC1 (stereo not given)
-3.0%	10.8%	1.6%	COc1ccc2sc(SCCCS(=O)(=O)O)[n+](CCCS(=O)(=O)[O-])c2c1
0.0%	-11.8%	-6.4%	CC(C)CC(=O)N1CCN(C(=O)c2cccc(F)c2)CC1
1.4%	/	-10.2%	O=C(COC(=O)c1cnccn1)Nc1cc(S(=O)(=O)N2CCOCC2)ccc1Cl
3.2%	4.3%	10.1%	COc1ccc(NC(=O)c2cc(CC(C)C)nc3ccccc23)cc1

Limited to TDP1 block (two entries from above):
| Molecule | TDP1 block |
| --- | --- |
| N=C1C(c2ccccc2)=C(O)CN1c1cccc(S(N)(=O)=O)c1 | -1.1% |
| COc1cccc(NC(=O)COc2ccccc2C(N)=O)c1 | 3.3% |

(continued)
TDP1 block	N370S GC mod	FEN1 inhibitor	SMILES
9.1%	17.6%	10.3%	O=C1C=C(NCc2ccco2)CC(c2ccc(Cl)cc2)C1 (stereo not given)
-1.8%	?	-22.3%	COC(=O)c1sccc1NC(=O)COc1ccccc1Cl
1.0%	/	3.9%	CCOC(=O)c1cc(-c2ccc(C)cc2)n(CC(=O)Nc2cccc(C(C)=O)c2)c1C
2.7%	11.2%	6.9%	Cc1cnc(C(=O)N2CCN(c3ccc(C(F)(F)F)cn3)CC2)cn1
4.9%	/	-15.6%	CCCSc1ncc(Cl)c(C(=O)N(Cc2ccccc2)c2ccc(OC)cc2)n1
4.7%	-9.7%	-14.8%	COc1ccc(C(=O)NC(=S)N2CCOCC2)cc1[N+](=O)[O-]
-6.3%	4.1%	/	COC(=O)[C@@H]1C[C@@]2(O)[C@H](O)[C@H](O)[C@H](O)C[C@H]2N1Cc1ccc(N2CCOCC2)cc1
/	-3.8%	2.8%	Cc1ccc(CN2CCN(C(=O)CCc3ccccc3)CC2)cc1
2.4%	-11.4%	-2.4%	Cn1cc(CN2CCC(n3nccc3NC(=O)Cc3ccccc3)CC2)cn1
8.0%[0.0935 µM]	-13.0%	-12.0%	COc1cccc(C(=O)Nc2ccc(S(=O)(=O)N3CCN(C)CC3)cc2)c1
1.0%	/	-4.9%	Cc1ccc(CCNc2nc3ccccc3c3nc(-c4cccnc4)nn23)cc1
-2.8%	5.7%	-2.6%	CC1CC(C)CN(CCCNC(=O)c2cn(C)c3ccc(S(=O)(=O)N4CCCC4)cc3c2=O)C1 (stereo not given)
2.0%	-24.4%	4.7%	CCCc1nc2ccccc2c(C(=O)OCC(=O)c2ccc3c(c2)NC(=O)CO3)c1CC
2.6%	-9.3%	-9.7%	COc1ccc(C(C(O)C(=O)c2c[nH]c3ccccc23)N2CCN(c3ccccc3)CC2)cc1 (stereo not given)
3.5%	10.7%	-21.7%	CC1CCc2c(sc(NC(=O)COC(=O)c3ccc(O)cc3)c2C#N)C1 (stereo not given)
5.9%	6.2%	11.4%	O=C(NCCc1ccc(Cl)cc1)C1CCC(=O)N1C1CCCC1 (stereo not given)
5.6%	0.9%	/	NC1CCN(O)C1=O (stereo not given)
9.1%	-0.3%	11.2%	COc1cccc(CNC(=O)c2cc(C)nc3ccccc23)c1
/	?	-3.3%	CC1C(=O)Nc2ccc(S(=O)(=O)N3CCN(c4cccc(Cl)c4)CC3)cc2NC1=O (stereo not given)
/	9.9%	-1.5%	Cc1onc(-c2ccccc2Cl)c1C(=O)Nc1cccc2nsnc12
-2.2%	/	0.7%	COc1cccc(CNC(=O)COC(=O)c2nn(C)c(=O)c3ccccc23)c1
/	-5.1%	4.1%	CCOC(=O)[C@@H]1[C@H]2COc3ccc(Br)cc3[C@@H]2N2C(=O)N(c3ccc(C(F)(F)F)cc3)C(=O)[C@@]12C
1.2%	-7.7%	-5.7%	Cc1nc(-c2cccc(NC(=O)C(C)Oc3ccccc3)c2)cs1 (stereo not given)
1.0%	2.5%	0.8%	O=C(O)CCCC(=O)Nc1nc(-c2ccccc2)cs1
-4.0%	-14.1%	1.4%	N#Cc1cn(-c2ccccc2)nc1-c1ccccc1
0.5%	-3.6%	0.8%	COc1ccc2c(c1)[nH]c1c(=O)n(CCCN3CCOCC3)cnc12

Retrieved by compound from above, seven records:
TDP1 block	N370S GC mod	FEN1 inhibitor	SMILES
4.9%	/	-15.6%	CCCSc1ncc(Cl)c(C(=O)N(Cc2ccccc2)c2ccc(OC)cc2)n1
2.6%	11.9%	-4.2%	Cc1sc2nc(CSc3nnnn3-c3ccc(Cl)cc3)[nH]c(=O)c2c1C
4.1%	2.9%	-12.8%	CCOC(=O)N1CCC(NC(=O)CC(NS(=O)(=O)c2ccc(C)cc2)c2ccco2)CC1 (stereo not given)
9.1%	-0.3%	11.2%	COc1cccc(CNC(=O)c2cc(C)nc3ccccc23)c1
2.5%	-4.0%	7.3%	CC(Sc1nncs1)C(=O)NCC(=O)Nc1ccc(F)c(F)c1F (stereo not given)
1.1%	-13.2%	-18.9%	O=C(CCCN1C(=O)c2ccccc2C1=O)NCc1cccnc1
3.5%	10.7%	-21.7%	CC1CCc2c(sc(NC(=O)COC(=O)c3ccc(O)cc3)c2C#N)C1 (stereo not given)
